# Compound activity deposited in PubChem BioAssay by several laboratories.
# HIF-2a inh: blocks HIF-2a reporter activity; 786-0 RCC cells HIF-2a reporter, luciferase luminescence, overnight; inhibition, % at 18.8 µM; 360,000 compounds, 0.72% hits; AID 624352;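 active means inhibition of the luminescence signal of 40% or more relative to plate controls, in a single-dose primary screen at 18.75 µM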
# Peg3 prom inh: Peg3 promoter activity inhibition | AID 588405 | 360,000 compounds, 1.7% hits | inhibition, % at 20 µM | HeLa PEG-Prom luciferase reporter, luminescence, overnight;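 active means inhibition of at least 50% at 20 µM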
# KKLEB cytotox: CF airway cell cytotoxicity counter-screen. AID 602141. activity change (cytotoxicity), % at 5 µM. 360,000 compounds, 0.36% hits. KKLEB CF airway cells viability, ATPlite luminescence, overnight; active compounds read low; cells stimulated with P. aeruginosa culture filtrate;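 active means corrected activity change at or below -50% at 5 µM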
# TWEAK Fn14 block: inhibitors of TWEAK-Fn14 interaction signaling. TWEAK-stimulated Fn14 reporter cells, luciferase luminescence, 8 h. inhibition, % at 10 µM. 360,000 compounds, 2% hits; in the data active means inhibition above about 50%
# NR2E3 ag-1: activates human photoreceptor nuclear receptor NR2E3 | Q9Y5X4 | GST-NR2E3/biotin-RetCOR TR-FRET, 1536-well | inhibition of corepressor binding, % at 4.78 µM | 320,000 compounds, 0.12% hits | AID 2300;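 active means percent inhibition above the cutoff of mean plus 3 SD of all tested compounds, set per screening campaign, cut at about 20% in these data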;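 further: 0% = DMSO wells and 100% = biotin wells as full block of FRET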
# Target sequence (Q9Y5X4 whole entry, looked up): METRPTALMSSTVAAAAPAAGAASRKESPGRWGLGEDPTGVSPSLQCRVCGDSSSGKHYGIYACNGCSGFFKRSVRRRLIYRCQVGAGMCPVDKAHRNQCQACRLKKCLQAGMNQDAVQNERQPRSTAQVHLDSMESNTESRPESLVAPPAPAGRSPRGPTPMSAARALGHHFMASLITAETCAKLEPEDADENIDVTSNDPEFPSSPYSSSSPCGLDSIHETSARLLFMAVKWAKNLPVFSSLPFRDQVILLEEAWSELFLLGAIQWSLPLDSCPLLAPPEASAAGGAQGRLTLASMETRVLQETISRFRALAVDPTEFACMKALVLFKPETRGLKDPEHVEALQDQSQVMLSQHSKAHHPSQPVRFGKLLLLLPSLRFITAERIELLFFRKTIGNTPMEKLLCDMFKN
#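 Test system – NR2E3–RetCOR corepressor complex · Quantity – NR2E3 fusion 1.35 nM · Buffer or medium – Tris pH 7.5 · Incubation – Compound–protein incubation for 5 h at 4 °C · Technique – TR-FRET, Eu(K)-anti-GST donor, streptavidin-D2 acceptor, ex 340, em 617/671 nm · Evaluation – percent inhibition of 671/617 nm emission ratio versus biotin and DMSO controls · Plate – 1536-well format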
# aDG glyco up: alpha-DG glycosylation activation. Pro5-aDG cells, alpha-DG glycosylation AlphaScreen (IIH6); 0% Pro5, 100% B10-LARGE cell signal. activation, % at 10 µM. 360,000 compounds, 0.22% hits. AID 624168;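 active means activation of at least 8% versus controls, or a plate z-score of at least 8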;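 further: Pro5 are CHO cells carrying HIG-tagged alpha-DG that lacks glycosylation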
# NR2E3 ag-2: human photoreceptor-specific nuclear receptor agonism; inhibition of corepressor binding, % at 3.98 µM; Q9Y5X4; 360,000 compounds, 0.35% hits; CHO-S Gal4-NCOR/VP16-NR2E3 two-hybrid, luciferase; AID 602229;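 active means inhibition above the mean of all tested compounds plus 3 SD, cut at about 70% in these data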;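 further: 0% = DMSO with NR2E3 transfected cells and 100% = cells lacking NR2E3 construct; higher means lower luciferase signal from less NR2E3 corepressor binding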
# CF NFkB block: blocks PAF-induced NF-kB reporter in cystic fibrosis cells; inhibition, % at 5 µM; AID 588850; 360,000 compounds, 0.86% hits; KKLEB NF-kB-GFP reporter, GFP fluorescence overnight;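 active means at least 50% inhibition at 5 µM, scaled per plate between neutral and stimulator controls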;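 further: PAF is a Pseudomonas aeruginosa culture filtrate used as stimulus; plate controls were PAF-stimulated DMSO wells for no effect and unstimulated DMSO wells for full effect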
# hiPSC survival: increases survival of single human iPS cells | hiPSC single-cell survival, ATPlite luminescence; 100% = ROCK inhibitor wells, 0% = DMSO | survival enhancement, % at 20 µM | 360,000 compounds, 0.044% hits | AID 602274; in the data active means survival enhancement above about 18%;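 further: cells exposed to compounds for 16 hours before the ATP read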
# TRPM1 prom inh: inhibitors of MITF-driven TRPM1 promoter in melanoma cells. SK-MEL-5 TRPM1 promoter luciferase, 24 h. inhibition, % at 12.5 µM. 330,000 compounds, 0.83% hits. AID 488899;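 active means mean inhibition across replicates of 60% or more, whatever share of single replicates reaches that level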; further: values of inactives mirror those of a sister screen read the other way
# Shn3 3UTR inh: Schnurri-3 reporter inhibition in Clone20 osteoblasts; inhibition, % at 12.5 µM; Clone20 osteoblast Shn3 3'UTR firefly luciferase, 24 h; 360,000 compounds, 0.52% hits;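 active means mean inhibition of at least 75% with every replicate also reaching 75%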;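 further: 0% = median of neutral control wells and 100% = pilot-screen positive control compound; some compounds past the cut are filed as inactive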
# Starred values were filed as active, the others as inactive; / = not tested or not shown; & = joins results of further samples.
Molecule	HIF-2a inh	Peg3 prom inh	KKLEB cytotox	TWEAK Fn14 block	NR2E3 ag-1	aDG glyco up	NR2E3 ag-2	CF NFkB block	hiPSC survival	TRPM1 prom inh	Shn3 3UTR inh
COC(=O)c1ccc2nc(C(F)(F)F)[nH]c2c1	-53.1	-24.3	5.9	-0.5	-0.6	0.2	-4.7	-2.1	-4.9	-7.7	5.2
COc1ccc(CC(=O)N2CCOCC2)cc1	1.6	-0.2	-14.4	99.2*	-0.1	-0.1	-29.6	13.1	-3.9	-1.6	-0.3
CC1CC(C)(C)NC(=S)O1 (stereo not drawn)	1.7&17.7	-2.1&9.9	2.7&-12.1	3.3&0.0	-1.5	0.2&0.0	-7.8&0.8	-17.8&7.7	0.4&-0.8	-1.0&-0.9	19.9&-6.3
NC(=O)CC(NC(=O)Cc1ccc(Br)cc1)c1ccc(N2CCN(c3ccccc3)CC2)c([N+](=O)[O-])c1 (stereo not drawn)	12.4	34.3	-11.3	25.2	1.1	-0.4	-20.5	12.2	-4.2	13.3	44.0
O=C(c1ccco1)c1cc2c(ccc3ccccc32)oc1=O	-33.6	-54.9	-14.9	-3.8	-0.1	0.3	-46.0	-112.4	-0.9	1.5	-13.4
Cc1ccc(-n2nnnc2-c2ccccc2)cc1	18.5	27.8	-11.4	4.1	6.3	0.1	-11.5	13.9	-0.4	15.4	17.7
CC/C(=N/N=C(/CC)c1ccc(O)cc1)c1ccc(O)cc1	-0.5	8.1	-3.9	-12.3	0.6	-0.2	-13.2	-8.8	0.7	-0.8	7.8
COc1ccc(NC(=O)CN2C(=O)COc3ccc(S(=O)(=O)N4CCOCC4)cc32)c(OC)c1	8.3	-0.4	-5.0	-17.0	-2.2	-0.2	-32.2	8.6	0.2	3.8	-7.9
Cn1cncc1C#Cc1c(C=O)n(C)c2ccccc12	12.5	16.3	4.7	-21.2	-0.6	0.4	-2.3	-31.7	-2.5	-6.2	-14.2
C/C=C/c1ccc(OCC(=O)OCC2=C(C(=O)OCC)C(C)NC(=O)N2)c(OC)c1 (stereo not drawn)	4.5	5.9	-1.3	-11.3	4.9	-0.1	14.8	-9.1	-0.2	1.8	7.0
COc1ccc(CN2CCC3CC2c2cc(-c4cccc(C)c4)ccc23)cc1 (stereo not drawn)	-7.4	1.1	-4.9	-23.1	/	-0.3	-6.5	10.5	2.4	-2.3	7.3
Cc1ccc(C)c(N(CC(=O)NCc2ccc3c(c2)OCO3)C(=O)CCC(=O)Nc2ccccn2)c1	10.2	19.8	-1.2	-8.6	-0.4	0.0	-19.9	7.9	6.1	8.0	4.4
c1ccc(-c2nc(-c3cccs3)[nH]c2-c2ccccc2)cc1	13.8	1.8	5.4	52.3*	1.0	0.7	-12.9	-1.4	-0.6	6.9	5.5
C=CCNC(=S)Nc1cccc2ccccc12	-15.5	-4.5	-2.1	-4.6	-1.4	0.2	0.6	-0.7	1.9	5.4	-11.6
COC(=O)COc1ccc(NC(=O)Cn2nc(-c3ccccc3)c3ccccc3c2=O)cc1	7.4	-11.2	-2.7	-6.1	-0.1	-0.1	0.9	6.7	3.1	7.2	-5.0
O=C(CN1CCN(CC(=O)Nc2ccccn2)CC1)Nc1ccccn1	6.1	-1.2	2.3	-6.9	11.4	-0.2	0.7	5.7	9.4	5.8	-8.1
Cc1ccnc2nc(C(=O)OC(C)C(=O)NCc3ccccc3)nn12 (stereo not drawn)	8.5	5.0	-2.2	10.1	2.0	0.3	-21.9	-4.4	1.0	7.2	-53.0
COCCN1C[C@@H](CO)O[C@@H](n2cnc3c(NC(C)C)ncnc32)C1	8.8	0.1	-8.3	-13.9	/	-0.1	-40.6	-6.3	3.8	/	-3.8
CN(C)CCCn1c(=S)[nH]c2ccccc2c1=O	17.1	-3.3	12.1	-3.3	-0.6	-0.1	-4.4	-8.8	0.7	-4.8	-9.1
CSc1nc(Nc2ccc(Cl)cc2)c(C#N)c(=O)[nH]1	24.2	52.8*	0.6	-19.1	1.0	0.0	-17.3	1.8	0.4	7.9	18.7
CCCCNC(=O)c1nc(-c2ccncc2)oc1-c1ccccc1	-4.5	10.7	-6.5	-2.6	/	-0.1	7.4	14.0	-0.3	/	-13.8
Cn1c(C(=O)Nc2ccc(Cl)cc2)cc2cc(Cl)ccc21	5.9	-7.2	-6.9	19.2	-0.4	0.1	-12.5	19.5	-0.4	0.0	-23.3
CCN(CC)S(=O)(=O)c1cccc(S(=O)(=O)N2CCCCC2)c1	-7.4	22.9	5.1	-21.9	0.0	0.1	-40.9	1.1	1.2	-6.5	10.7
O=S(=O)(c1ccc(NC(=S)N2CCCCC2)cc1)N1CCCCC1	7.2	5.3	-1.1	4.1	/	-0.1	-29.2	-4.2	0.1	/	15.6
Cc1ccsc1C(C(=O)NC(C)(C)C)N(C(=O)c1csnn1)c1ccccc1 (stereo not drawn)	16.6	6.3	14.5	-1.5	0.8	-0.1	2.0	-6.6	1.0	/	14.2
O=C(NCCc1ccc(F)cc1)c1cccs1	-170.7	-245.9	1.2	-21.6	-1.5	0.1	-104.8	-8.0	0.0	-28.3	-57.0
O=C1NC[C@@H](CCCCN2C[C@H](Cc3ccc(O)cc3)N(CCC3CCCCC3)C(=O)C2=O)N(CC2CCCCC2)C1=O	10.8	/	/	10.6	/	0.0	5.0	/	-0.3	/	/
Nc1nc(-c2ccco2)c(-c2ccco2)s1	10.7	1.0	-1.1	23.7	0.1	-0.2	-26.4	-3.7	0.1	6.1	-23.7
O=C(CN(C(=O)Cn1nnc(-c2cccs2)n1)c1ccc2c(c1)OCCO2)NCC1CCCO1 (stereo not drawn)	16.4	4.7	-10.5	21.9	-0.3	0.0	6.9	9.7	-2.4	11.1	14.3
CC(C)(C)c1ccc(S(=O)(=O)C(C)(C)C)cc1	0.0	4.1	0.9	0.0	1.0	-0.4	-4.5	10.0	-0.7	-2.8	19.6
O=C(O)c1cccc2c1-c1ccc(Cl)cc1C2=O	12.7	8.7	-15.0	10.4	/	0.1	-16.3	12.4	-2.9	-22.2	-10.3
O=C(O)c1ccc2nnn(O)c2c1	14.0	-3.5	-0.1	-8.6	-2.0	0.1	-27.1	-4.4	-0.4	3.0	1.1
O=c1[nH]n2c(=O)c3c([nH]c2c1N=Nc1ccccc1)CCC3	13.7	-0.3	12.0	-21.3	-6.3	0.0	16.9	-17.8	-0.4	-6.0	-11.5
COc1ccc(NC(=O)CSc2nnc(-c3cccs3)n2C)cc1OC	8.1	3.5	0.3	-5.8	1.8	-0.1	9.9	7.8	2.1	-4.5	4.9
O=C(c1ccoc1)N1CCN(c2cc(-c3cccnc3)nc3cc(-c4cccc(Cl)c4)nn23)CC1	-5.7	54.1*	-1.4	-0.1	/	0.3	-36.3	4.3	-1.1	/	31.9
NC(=O)c1cc(S(=O)(=O)NCc2cccc(Br)c2)cs1	6.1	15.9	4.5	-3.7	-2.9	0.0	26.9	2.4	-0.5	9.8	-22.9
Cc1cc(C)n2nc(SCCC(=O)NCCc3ccccc3)nc2n1	4.8	6.9	2.8	19.9	2.8	0.0	-11.3	2.6	-2.9	-9.6	13.4
Cc1cc(NC(=O)C2CCCCC2)nc2c1c(=O)oc1ccccc12	-11.8	50.9*	5.4	41.1	1.6	-0.6	-17.9	-37.9	3.4	9.2	18.2
Cc1ccc(NC(=O)COC(=O)CN2C(=O)C3CCCCC3C2=O)cc1C (stereo not drawn)	-4.2	7.9	-0.4	6.0	-1.6	-0.2	-19.7	9.4	-1.7	1.2	-3.0
Cc1ccc(Cl)cc1NC(=O)c1cc2ccccc2cc1O	-142.8	2.3	-54.8*	46.6	-1.9	-0.2	-51.7	50.9*	0.9	72.0*	73.3
Cc1ccccc1NC(=O)C1Cc2ccccc2CN1C(=O)OCc1ccccc1 (stereo not drawn)	18.7	14.1	-0.4	-1.1	2.0	0.1	7.9	-10.8	-0.1	3.7	7.1
CC(C)(C)c1ccc(C(=O)N2CCC2(C)C(=O)Nc2ccc3nc[nH]c3c2)cc1 (stereo not drawn)	-2.0	-3.4	1.8	10.5	/	0.0	13.0	-2.8	-3.0	/	52.3
C=C1C(=O)C23C(O)C1CCC2C12COC3(O)C(O)C1C(C)(C)CCC2O (stereo not drawn)	95.4*	94.0*	-47.6	75.0*	/	0.2	41.2	81.9*	-1.4	/	82.8
O=C(NC1CCCCC1)C(c1ccccn1)N(C(=O)c1csnn1)c1ccccc1F (stereo not drawn)	0.2	10.3	2.7	-10.1	4.1	0.0	-16.7	-6.9	-0.6	-2.3	-31.8
COc1ccc([C@@H]2CC=C(C(=O)O)[C@H](c3cccc(Cl)c3)N2S(=O)(=O)c2ccccc2C)cc1	9.4	14.2	9.2	-1.6	-1.9	-0.2	-16.5	15.6	2.3	-9.5	-20.1
Cc1cccc(C)c1NC(=O)C(C)Sc1n[nH]c(-c2ccncc2)n1 (stereo not drawn)	4.2	-5.7	-0.3	9.6	-1.0	0.0	-11.1	-1.1	-0.2	-3.5	4.3
COc1ccc(NC(=O)/C=C2\SC(=O)NC2=O)cc1	-5.2	-24.4	2.9	27.8	1.9	0.1	-19.8	-0.8	0.2	-2.0	-16.1
CC(C)CNC(=S)Nc1ccccc1F	-0.1	5.2	-0.2	6.3	2.3	0.1	-8.4	-3.9	1.1	5.5	-0.7
Cc1cccc(C)c1NC(=O)CNC(=O)c1ccc2nc[nH]c2c1	2.3	-7.3	-12.7	13.3	-2.1	0.1	10.6	24.6	0.8	-0.4	-10.7
COc1ccc([C@@H](OC)[C@@]2(Cc3ccc(O)cc3)N=C(N)N(C)C2=O)cc1	-12.9	-10.0	-4.4	2.0	-1.5	0.3	7.8	5.1	3.0	6.4	4.4
Cc1ccc(-c2noc(C3CCCN(C(=O)c4c(F)cccc4F)C3)n2)cc1 (stereo not drawn)	-110.4	-32.4	-9.1	-19.3	0.6	0.2	4.0	-7.0	1.5	5.3	6.8
CON(C)c1nc(OCCNC(=O)COc2ccc(Cl)cc2C)nc(N(C)C)n1	4.2	-4.2	10.3	-8.8	-2.6	0.0	-12.3	-12.7	1.0	1.1	-4.3
COc1ccc(CCNc2c(C=O)c(=O)[nH]c3ccccc23)cc1OC	14.9	20.2	10.1	13.8	0.4	-0.2	-37.4	-5.4	-0.3	3.5	-5.3
COc1ccc(NS(=O)(=O)c2cc(NC(=O)C3CC3)ccc2N2CCCCC2)cc1	16.1	20.5	-5.4	-0.3	4.0	0.3	-19.4	3.0	0.6	9.7	10.1
